Pol iota inh – inhibitors of human DNA polymerase iota; Q9UNA4; Pol iota fluorescent replication assay, 10 min; Potency, µM (doses to about 115 µM), without a hit: at the top dose activity, negative = inhibition, usual class: inhibitors; 1% of 390,000 active; AID 588590
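Pol iota at 10 nM preincubated 15 min with compounds at room temperature; reaction started with fluorescent substrate, 50 nM final. Fluorescence read kinetically at 0 and 10 min; buffer-only wells as negative control.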
JMJD2A Tudor inh – inhibitors of human JMJD2A Tudor domain; AlphaScreen JMJD2A-Tudor / H3K4me3 peptide binding; Potency, µM (titrated, usually from 114 µM), for inactives: at the highest dose activity change, negative = inhibition, most hits filed as inhibitors; 4.4% of 390,000 active; AID 504339; further: on the % scale 0 is the no-effect control and ±100 the full control effect; nearly all actives have a fitted effect of over 50% in size
BAZ2B inh – blocks human BAZ2B; AID 504333; Q9UIF8; Potency, µM (titrated, usually from 114 µM), for the others: at the top dose activity change, negative = inhibition, most hits filed as inhibitors; 4.4% of 360,000 active; AlphaScreen BAZ2B-H3K14Ac peptide displacement; further: on the % scale 0 is the no-effect control and ±100 the full control effect; nearly all actives have a fitted effect of over 60% in size
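AlphaScreen displacement of biotin-H3(5-23)K14Ac peptide (50 nM final) from BAZ2B (50 nM final) in PBS pH 7.4, 0.01% Tween-20; complex preformed 30 min RT, then compounds (top 110 uM) 30 min RT, beads 20 min dark.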
BLM helicase inh – blocks DNA unwinding by human BLM helicase. recombinant BLM DNA unwinding, fluorescence dequenching. Potency, µM (titrated, usually from 56.1 µM), for the others: at the highest dose activity change, negative = inhibition, hits mostly inhibitors. AID 2528. P54132. 0.2% of 350,000 active;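 further: plate controls were vehicle for no effect and no enzyme for full effect; nearly all actives have a fitted effect of over 35% in size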
HP1b chromo inh – inhibitors of HP1-beta chromodomain binding to methylated histone tails. AlphaScreen HP1-beta / biotin-H3K9me3 peptide binding. Potency, µM (top dose mostly 114 µM), for inactives: at the highest dose activity change, negative = inhibition, actives largely listed as inhibitors. 0.56% of 390,000 active. AID 540317; further: nearly all actives have a fitted effect of over 70% in size; inactives centre near 23
Target sequence (P83916 whole entry, looked up): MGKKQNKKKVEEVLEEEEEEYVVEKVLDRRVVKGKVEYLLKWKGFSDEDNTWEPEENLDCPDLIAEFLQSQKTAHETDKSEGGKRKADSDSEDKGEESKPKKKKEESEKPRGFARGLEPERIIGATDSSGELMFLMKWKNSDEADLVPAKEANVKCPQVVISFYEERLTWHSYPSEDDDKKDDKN
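Compound inhibition of the preformed complex between 50 nM HP1-beta and 50 nM biotinylated H3K9me3 peptide was read by AlphaScreen. Buffer was PBS pH 7.4 with 0.01% Tween-20. Incubations ran 30 min at room temperature, with 10 ug/mL donor/acceptor beads.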
Pin1 inhibitor – inhibitors of human Pin1; Potency, µM (top dose mostly 115 µM), inactives show at the highest dose activity, negative = inhibition, usual class: inhibitors; Q13526; 0.009% of 390,000 active; Pin1 FP peptide displacement, HiFluor488, 10 min; AID 504891; active means well fitted inhibition curve with a large enough effect in the polarisation, with a control signal flat, not every such curve was filed as active; inconclusive means small, poorly fitted or top-dose-only effect, or effect the other way, or a change in a side signal; inactive means no such curve, though single readings can be large or run the other way; the % refers to the polarisation; further: on the % scale 0 is the no-effect control and ±100 the full control effect
GLS inh – blocks human kidney-isoform glutaminase activity; Potency, µM (series often up to 45.5 µM), without a hit: top-dose activity change, negative = inhibition, actives largely listed as inhibitors; GLS enzymatic activity, qHTS titration; O94925; 0.21% of 410,000 active; further: on the % scale 0 is the no-effect control and ±100 the full control effect
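Read-out is an Amplex red fluorescence increase coupled through glutamate oxidase and HRP, measured before and after 30 min room-temperature incubation. hKGA is in 45 mM KH2PO4 (pH 8.2) with 0.02% Tween-20; glutamine added as 1mM solution.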
G9a inh – inhibitors of human histone lysine methyltransferase G9a. Potency, µM (top dose mostly 102 µM), for the others: top-dose activity, negative = inhibition, most hits filed as inhibitors. AID 504332. 8.8% of 350,000 active. Q96KQ7. G9a H3K9 monomethylation, AlphaScreen, 2 h; further: on the % scale 0 is the no-effect control and ±100 the full control effect; nearly all actives have a fitted effect of over 75% in size
Target sequence (Q96KQ7 913-1193 limits assumed): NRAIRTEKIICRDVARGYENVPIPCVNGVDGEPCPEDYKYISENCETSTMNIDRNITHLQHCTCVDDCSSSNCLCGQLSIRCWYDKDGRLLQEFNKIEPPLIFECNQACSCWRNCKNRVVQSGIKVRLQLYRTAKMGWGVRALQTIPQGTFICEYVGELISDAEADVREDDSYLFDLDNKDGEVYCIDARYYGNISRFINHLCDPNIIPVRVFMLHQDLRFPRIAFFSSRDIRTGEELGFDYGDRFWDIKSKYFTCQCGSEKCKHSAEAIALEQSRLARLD
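Enzyme 20 nM + cpd, 15 min RT; add b-H3K9 pep 500 nM / SAM 20 uM; 2 h RT; anti-H3K9me1 Ab 0.5 ug/mL + SA donor / anti-rabbit acceptor beads 20 ug/mL each, 10 min; AlphaScreen read.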
Tb PGK inh – blocks T. brucei phosphoglycerate kinase | PGK/GAPDH coupled, Kinase-Glo luminescence, 60 min | Potency, µM (highest dose often 57.5 µM), without a hit: at the highest dose activity change, negative = inhibition, usual class: inhibitors | P07378 | AID 602233 | 0.043% of 380,000 active; further: on the % scale 0 is the no-effect control and ±100 the full control effect; nearly all actives have a fitted effect of over 60% in size
Target sequence (P07378 whole entry, looked up): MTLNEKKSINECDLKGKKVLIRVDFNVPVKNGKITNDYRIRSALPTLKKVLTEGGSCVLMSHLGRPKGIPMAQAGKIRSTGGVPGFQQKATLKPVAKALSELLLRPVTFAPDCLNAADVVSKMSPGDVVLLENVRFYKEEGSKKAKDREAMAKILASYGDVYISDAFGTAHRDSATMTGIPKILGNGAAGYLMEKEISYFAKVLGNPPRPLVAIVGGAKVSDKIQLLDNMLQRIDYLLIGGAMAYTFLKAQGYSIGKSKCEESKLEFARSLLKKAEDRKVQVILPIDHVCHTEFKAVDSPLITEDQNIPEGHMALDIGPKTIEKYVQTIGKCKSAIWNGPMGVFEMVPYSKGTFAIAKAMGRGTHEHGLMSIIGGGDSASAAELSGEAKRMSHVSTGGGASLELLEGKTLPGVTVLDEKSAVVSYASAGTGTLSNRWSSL
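Luminescent ATP detection (Kinase-Glo Plus) follows a 60-minute room-temperature incubation, with wells lacking PGK as controls. Buffer: 100 mM TEA (pH 7.6), 5 mM MgCl2, 0.01% Tween-20. Coupling enzyme GAPDH (100 nM final) supplies unstable 1,3-BPG in-well.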
Active calls of the source: *; i = inactive; ? = inconclusive; · = no result given; [ ] = remark or other dose. Unless noted, the call rests on the fitted dose curve; in most records, active means well fitted curve in the direction sought with a large enough effect; inconclusive means small, poorly fitted or top-dose-only effect, or another doubt; inactive means no such curve, though single readings can be large; an effect the other way counts as inactive or inconclusive. Potency means the concentration at half of the fitted maximal effect.

SMILES	Pol iota inh	JMJD2A Tudor inh	BAZ2B inh	BLM helicase inh	HP1b chromo inh	Pin1 inhibitor	GLS inh	G9a inh	Tb PGK inh
CCN(CC)CCCNC(=O)c1c(C)oc2ncnc(N3CCOCC3)c12	12%	10%	10%[57.1 µM]	1%	23%	-6%	-12%	4%[59 µM]	i
O=C(c1ccco1)N(Cc1ccco1)Cc1cc2ccccc2[nH]c1=O	105%[activator]	-24%	-2%	-1%	-13%	0%	5%	-2%	-3%
C=CS(=O)(=O)N(Cc1ccc(Cl)c(Cl)c1)C[C@@H](O)CO	13%	-17%	·	·	34%	-10%	8%	·	i
Clc1ccc(-c2noc(CSc3nnc(-c4ccncc4)n3-c3ccccc3)n2)cc1	7%	?	?	-6%	9%	3%	-3%	22%[2.33 µM]	10%
CCCCC(Sc1nc(N)c(NC(=O)c2ccc(OC)cc2)c(=O)[nH]1)C(=O)O (stereo unspecified)	52%[activator]	-11%	?	-4%	15%	-5%	21%	-5%	i
CCOc1ccc2nc(N(CCCN(C)C)C(=O)c3ccc(C(=O)c4ccccc4)cc3)sc2c1	-31%	?	?	2%	-8%	5%	-6%	45µM*	4%
O=C(NCc1nc2ccccc2[nH]1)C1=C[C@H](c2coc3ccccc3c2=O)C[C@H](OCc2ccc(CO)cc2)O1	-6%	-17%	-3%	-1%	33%	68%[activator]	0%	25%[12.7 µM]	2%
NS(=O)(=O)c1cccc(NC(=S)NCc2ccccc2)c1	26%	-16%	-27%	1%	3%	0%	8%	?	5%
CC(Sc1nccn1C)C(=O)Nc1ccc(C(N)=O)cc1 (stereo unspecified)	26%	-8%	-35%	·	23%	-2%	-8%	-19%	-8%
COc1ccc2nc3sc(C(=O)Nc4ccccc4F)cc3cc2c1	?	-9%	-4%	-3%	23%	9%	-11%	?	0%
CCOc1ccc(CNC(=O)Cn2c(=O)c3cccn3c3cccnc32)cc1	-24%	10%	-15%	-7%	27%	14%	2%	5%[59 µM]	-3%
O=C1CCCN1CCCNC(=S)Nc1ccc(Br)cc1Cl	-6%	-11%	-14%	-3%	18%	1%	-1%	?	-8%
CNC(=O)CCSc1ccc(C)cc1	10%	-3%	4%	4%	11%	-3%	-2%	23%[59 µM]	6%
CCCn1c(C)cc(/C=C(\C#N)C(=O)OCC(=O)Nc2cccc(S(N)(=O)=O)c2)c1C	-30%	?	?	·	1%	34%[activator]	-1%	-9%[59 µM]	-4%
Cc1ccc2nc(SCC(=O)NC3CCCC3)[nH]c2c1	40%[activator]	-1%	0%	-3%	27%	-1%	-2%	13%	i

Another view of some results above:
> Cc1ccc2nc(SCC(=O)NC3CCCC3)[nH]c2c1
  Pol iota inh: 40%[activator] | JMJD2A Tudor inh: -1% | BAZ2B inh: 0% | BLM helicase inh: -3% | HP1b chromo inh: 27% | Pin1 inhibitor: -1% | GLS inh: -2% | G9a inh: 13% | Tb PGK inh: i

> NS(=O)(=O)c1cccc(NC(=S)NCc2ccccc2)c1
  Pol iota inh: 26% | JMJD2A Tudor inh: -16% | BAZ2B inh: -27% | BLM helicase inh: 1% | HP1b chromo inh: 3% | Pin1 inhibitor: 0% | GLS inh: 8% | G9a inh: ? | Tb PGK inh: 5%

> CC(Sc1nccn1C)C(=O)Nc1ccc(C(N)=O)cc1 (stereo unspecified)
  Pol iota inh: 26% | JMJD2A Tudor inh: -8% | BAZ2B inh: -35% | BLM helicase inh: · | HP1b chromo inh: 23% | Pin1 inhibitor: -2% | GLS inh: -8% | G9a inh: -19% | Tb PGK inh: -8%

> COc1ccc2nc3sc(C(=O)Nc4ccccc4F)cc3cc2c1
  Pol iota inh: ? | JMJD2A Tudor inh: -9% | BAZ2B inh: -4% | BLM helicase inh: -3% | HP1b chromo inh: 23% | Pin1 inhibitor: 9% | GLS inh: -11% | G9a inh: ? | Tb PGK inh: 0%

Going on with the list.
SMILES	Pol iota inh	JMJD2A Tudor inh	BAZ2B inh	BLM helicase inh	HP1b chromo inh	Pin1 inhibitor	GLS inh	G9a inh	Tb PGK inh
COC(=O)c1ccc(-c2noc(CN(C)Cc3ccncc3C)n2)cc1	4%	-2%	-5%	0%	20%	5%	3%	-2%	7%
CC1=CC(=O)C(C(C)C)=C/C1=N/OS(=O)(=O)c1ccccc1	?	45µM*	14µM*	-4%	?	4%	-6%	·	0%
O=C(CSc1nnc(-c2c[nH]c3ccccc23)n1CC1CCCO1)Nc1ccc2c(c1)OCCO2 (stereo unspecified)	-7%	-26%	-4%	-6%	6%	-7%	2%	19%[59 µM]	i
Cc1cnc(C(=O)OC(C)C(=O)Nc2cccc3ccccc23)cn1 (stereo unspecified)	4%	-11%	-23%	·	11%	0%	-6%	?	-1%
CCN(Cc1ccccc1)S(=O)(=O)c1c(N)n(C)c(=O)n(C)c1=O	21%	4%	-3%	2%	31%	3%	-5%	18%	7%
CN(C)CCCN(C(=O)c1ccc2c(c1)CCCC2)c1nc2c(F)cccc2s1	50%[activator]	45µM*	?	19%	?	7%	3%	?	-3%
CN(CCC#N)Cc1cc(=O)oc2ccc3ccccc3c12	17%	-6%	0%	-8%	39%[activator]	-4%	0%	-11%	-5%
COc1ccc(N2C(=O)N3[C@H](c4ccc(Cl)cc4)[C@@H]4C(=O)N(C5CCCCC5)C(=O)[C@@H]4[C@]3(Cc3ccc(Cl)cc3)C2=O)cc1	30%[activator]	-19%	-9%	-15%	39%	3%	-1%	·	i
COc1ccc(Nc2nc(N)nc(CN3CCN(c4ccc(F)cc4)CC3)n2)cc1	47%[activator]	?	?	-4%	20%	4%	13%	?	5%
Cc1cc(NC(=O)c2ccc(F)cc2F)n(-c2nc3ccccc3[nH]2)n1	15%	-29%	0%	1%	11%	2%	-6%	13%[59 µM]	-2%
N#Cc1nc(COc2ccc(Cl)cc2)oc1NCc1ccc2c(c1)OCO2	?	-14%	?	-14%	?	9%	-3%	28µM*	-3%
CCOc1ccc(C2C(=O)N(C3CCCCCC3)CC(=O)N2CCc2ccccc2)cc1OC (stereo unspecified)	6%	-27%	-13%	-3%	-15%	4%	-12%	?	-10%
COC(=O)c1ccccc1NC(=O)CCCn1c(C)c2cnn(-c3ccccc3)c(=O)c2c1C	-4%	-9%	-6%	0%	33%	1%	-21%	-1%[59 µM]	-2%
COc1cccc(C(=O)NCCCNC(=O)c2ccccn2)c1	25%	1%	0%	-1%	26%	-5%	-4%	14%	-3%
COC(=O)c1ccccc1NC1OC(=O)c2ccccc21 (stereo unspecified)	7%	-4%	?	2%	52%[activator]	5%	15%	-50%	7%
COC(=O)[C@@H]1CC[C@@](C)(c2ccc(OC)cc2)C1(C)C	0%	71%[activator]	98%[activator]	·	171%[activator]	-4%	0%	-5%[2.33 µM]	i
CN(C)/C=C1\C(=O)ON=C1c1ccccc1	35%[activator]	-8%	-2%	2%	23%	-2%	0%	?	7%
Cc1cc(OCC(=O)Nc2ccncc2)c(C)cc1Br	-12%	-19%	-3%	0%	19%	13%	-7%	-4%[2.33 µM]	i
CC(C)n1c(=S)[nH]c2scc(-c3cccs3)c2c1=O	20µM*	?	50µM*	7%	-15%	?	0%	28µM*	-3%
Cc1onc(-c2ccc(Cl)cc2)c1-c1ccnn1S(=O)(=O)c1ccc(Cl)cc1	13%	17%	1%	-8%	44%[activator]	-2%	0%	7%[59 µM]	-9%
Cc1ccc(CCNC(=O)c2c3c(nc4ccccc24)C(=O)N(C2CCCCC2)C3)cc1	11%	-16%	-10%	-2%	34%	-1%	4%	4%[59 µM]	-9%
Cc1nc2c(C(=O)NCc3ccc4c(c3)OCO4)c[nH]n2c(=O)c1Cc1ccccc1F	?	-34%	3%	-8%	-12%	·	10%	18%	0%
Cc1ccc(CC2CC(=O)N(c3ncccn3)C2=O)cc1 (stereo unspecified)	-2%[58.9 µM]	-12%	-1%	-4%	26%	10%	-7%	2%	0%
Cc1ccc(S(=O)(=O)N2CC(=NN=C(N)N)C2)cc1	21%	4%	3%	0%	26%	-3%	19%	?	5%
Fc1ccc(-c2csc(-c3ccc(C4SCCS4)cc3)n2)cc1F	-22%	14%	8%	-2%	80%[activator]	0%	-3%	·	-8%
Oc1ccc(-c2nc3ccccn3c2NCc2ccco2)cc1	?	-35%	?	-5%	2%	0%	6%	?	-7%
Cc1ccc(NS(=O)(=O)c2cccc(C(=O)NNC(=O)NC3CCCCC3)c2)c(C)c1	-10%	-4%	-28%	-5%	28%	0%	16%	-6%	-6%
Cc1c(Cl)cccc1NC(=O)CSc1nc(=O)[nH]c2c1CCC2	24%	-8%	-9%	-1%	-5%	-5%	-3%	22%[59 µM]	-2%
Cc1cc(C(=O)OCC(=O)N(C)c2ccccc2)c2ccccc2n1	30%	-8%	·	·	29%	0%	-3%	·	1%
O=C(CCCN=C1NS(=O)(=O)c2ccccc21)Nc1ccc(Cl)cc1	19%	-1%	-1%	·	46%[activator]	0%	-2%	-6%[12.7 µM]	6%

Only part of the results is shown; the hit share may differ from the screen's.
